Screens as filed in PubChem BioAssay.
TLR4-MyD88 BLA: TLR4-MyD88 interaction inhibition in cells; HeLa CL3-4 TLR4/MyD88 BLA complementation, FRET ratio; inhibition, % at 8.4 µM; 200,000 compounds, 0.18% hits; in the data active = inhibition above about 25%;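 also: 0% = vehicle and 100% = reference inhibitor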
Target sequence (O00206 whole entry, looked up): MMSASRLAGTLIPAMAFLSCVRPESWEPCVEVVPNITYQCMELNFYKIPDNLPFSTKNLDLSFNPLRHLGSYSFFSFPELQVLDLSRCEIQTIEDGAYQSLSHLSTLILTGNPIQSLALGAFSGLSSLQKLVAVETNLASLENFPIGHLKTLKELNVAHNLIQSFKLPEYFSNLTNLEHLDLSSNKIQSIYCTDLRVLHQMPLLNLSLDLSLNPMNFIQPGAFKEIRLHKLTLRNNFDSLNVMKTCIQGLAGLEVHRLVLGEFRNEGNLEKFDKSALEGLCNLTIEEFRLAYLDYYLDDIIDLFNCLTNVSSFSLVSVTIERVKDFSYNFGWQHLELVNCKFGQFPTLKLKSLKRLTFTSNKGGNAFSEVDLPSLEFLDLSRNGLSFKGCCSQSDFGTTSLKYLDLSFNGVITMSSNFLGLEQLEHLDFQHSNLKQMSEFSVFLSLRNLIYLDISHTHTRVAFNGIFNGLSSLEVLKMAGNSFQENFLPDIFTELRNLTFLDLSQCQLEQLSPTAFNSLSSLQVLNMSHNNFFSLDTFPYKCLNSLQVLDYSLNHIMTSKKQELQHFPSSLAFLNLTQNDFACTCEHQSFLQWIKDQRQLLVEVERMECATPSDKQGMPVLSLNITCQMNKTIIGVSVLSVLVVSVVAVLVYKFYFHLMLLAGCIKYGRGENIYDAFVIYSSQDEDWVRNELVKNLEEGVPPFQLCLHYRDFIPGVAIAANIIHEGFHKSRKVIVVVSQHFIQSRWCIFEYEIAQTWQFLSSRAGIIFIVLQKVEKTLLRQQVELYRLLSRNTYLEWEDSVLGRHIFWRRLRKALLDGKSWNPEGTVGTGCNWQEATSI
Target sequence (Q99836 whole entry, looked up): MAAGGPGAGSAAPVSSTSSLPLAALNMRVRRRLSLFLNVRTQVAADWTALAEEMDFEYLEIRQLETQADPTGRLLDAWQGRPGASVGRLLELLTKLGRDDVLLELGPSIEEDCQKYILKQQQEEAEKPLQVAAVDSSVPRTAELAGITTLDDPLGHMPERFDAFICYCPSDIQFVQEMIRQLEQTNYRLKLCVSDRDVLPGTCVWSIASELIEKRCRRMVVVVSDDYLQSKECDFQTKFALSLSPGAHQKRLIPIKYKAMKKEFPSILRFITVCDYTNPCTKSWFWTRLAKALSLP
STAT1 blocker: STAT1 signaling inhibition; AID 920; inhibition, % at 5.5 µM; NIH 3T3 STAT1-luciferase reporter, IFN-gamma, luminescence; 200,000 compounds, 0.35% hits;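 active = inhibition above a set limit, the mean inhibition across all tested compounds plus 3 SD, cut at about 34% in these data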;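 also: 0% = IFN-gamma with DMSO and 100% = IFN-gamma with 300 µM nifuroxazide; values of inactives mirror those of a sister screen read the other way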
STAT3 activator: increases IL-6 driven STAT3 reporter signal | activation (% of control), % at 5.6 µM | U3A cells, IL-6 STAT3-luciferase reporter, luminescence; 100% = signal with IL-6 EC80 alone | 190,000 compounds, 0.91% hits;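 active = activation above the screen-wide mean of compound activation plus 3 SD, cut at about 130% in these data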;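 also: 0% = background luminescence of wells with medium and substrate only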
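Test system: human U3A cells carrying STAT3-luciferase construct; control set: IL-6-only wells as 100% reference; timing: compound pre-incubation 1 h before IL-6, then 6 h stimulation at 37 °C; also added: IL-6 stimulus at 33 ng/mL final; evaluation: % activation versus median of IL-6-stimulated wells; detection: reporter luminescence signal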
APP 5'UTR act: activates APP 5'UTR luciferase reporter. activation, % at 2 µM. SH-SY5Y APP 5'UTR luciferase reporter, luminescence; zero percent = DMSO vehicle wells. AID 1276. 190,000 compounds, 1% hits;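 active = activation above a set limit, based on mean plus 3 SD of controls, cut at about 140% in these data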; also: values of inactives mirror those of a sister screen read the other way
STAT1 activator: activators of IFN-gamma induced STAT1 signaling; activation (% of control), % at 5.5 µM; 200,000 compounds, 2.6% hits; NIH 3T3 STAT1-luciferase reporter, luminescence; 100% = IFN-gamma alone, no compound; AID 932;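 active = activation above the screen-wide mean activation plus 3 SD, cut at about 130% in these data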;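 also: raw ratio to IFN-gamma control signal so 100% means no change and 0% no light; values of inactives mirror those of a sister screen read the other way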
Hsp70 act: Hsp70 transcriptional activation, primary screen. HeLa Hsp70 promoter luciferase reporter, luminescence; scaled: vehicle 0, proteasome-inhibitor control 100%. activation, % at 10 µM. 200,000 compounds, 0.04% hits;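 active = activation above the mean across all tested compounds plus 3 SD, cutoff set per campaign, cut at about 5.5% in these data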;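 also: 100% = MG132 at 30 µM as the positive control and 0% = DMSO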
HMGR II inh: inhibitors of class II HMG-CoA reductase from Enterococcus faecalis; purified E. faecalis HMGR, NADPH absorbance 340 nm kinetic; 190,000 compounds, 0.41% hits; inhibition, % at 10 µM;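 active = inhibition above a set limit, the median over all tested compounds plus 3 SD, cut at about 9.5% in these data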;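 also: enzyme runs in reverse so mevalonate oxidation gives rising NADPH absorbance; 0% = complete reaction with DMSO and 100% = background rate lacking mevalonate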
Redox H2O2 prof: compounds producing H2O2 with reducing agent – biochemical, NIH compound library profiling, artefact control for MLSCN library redox annotation, primary screen; 200,000 compounds, 0.03% hits; activation, % at 10 µM; DTT-dependent redox cycling H2O2, phenol red/HRP absorbance; 100% = 100 µM peroxide control, 0% = buffer; AID 878;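 active = activation of at least 50% relative to the plate's high and low controls in the primary single-dose screen; inactive = activation below 50%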;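 also: compound incubated with DTT at 0.8 mM final as the reducing agent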
STAT3 blocker: reduces IL-6 driven STAT3 reporter signal; AID 862; U3A cells, IL-6 STAT3-luciferase reporter, luminescence; host cell line lacks STAT1; inhibition, % at 5.5 µM; 190,000 compounds, 0.89% hits;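 active = inhibition above the mean inhibition across all screened compounds plus 3 SD, cut at about 44% in these data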;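 also: 0% = DMSO only wells and 100% = 100 µM nifuroxazide control wells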
NF-kB expr up: NF-kB expression increase, human neuronal cells; fold change at 12.5 µM; 190,000 compounds, 1.6% hits; AID 1239; NF-kB reporter expression; hits give high values; in the data active = fold change above about 3.3
* marks the source's active call; other numbers are inactive results; · = no result given.

Every second line gives: NF-kB expr up	STAT3 activator	TLR4-MyD88 BLA	STAT1 blocker	Hsp70 act	STAT3 blocker	HMGR II inh	APP 5'UTR act	Redox H2O2 prof	STAT1 activator
(1) Cc1ccccc1S(=O)(=O)NC1=NCCCCC1
    0.97	103	-5	1	-0.3	-1	0	6	-0.2	99
(2) Cc1cc(C)cc(OCC(=O)N2Cc3ccccc3CC2C(=O)O)c1 (stereo not drawn)
    1	103	-11	-2	-0.2	-1	-5	7	-0.6	101
(3) CCCNC(=O)COC(=O)c1[nH]c(C)c(C(=O)OCC)c1C
    0.8	93	-9	-4	0.8	10	-6	16	0.8	103
(4) O=C1CC(c2ccco2)Cc2nc(Nc3ccc(F)cc3)ncc21 (stereo not drawn)
    1.4	85	6	-8	-0.3	19	-6	2	-5.4	107
(5) CCOCCCNC(=O)C(c1ccc(OC)cc1)N(Cc1ccc2c(c1)OCO2)C(=O)c1cnccn1 (stereo not drawn)
    1.1	98	14	-1	0.0	5	-1	8	-0.3	100
(6) CCOc1cc(C)nc(N2CCCC(C(=O)NCc3ccccc3F)C2)n1 (stereo not drawn)
    0.94	113	-1	5	-0.3	-9	-5	1	1.8	95
(7) CCOc1cc(/C=C2/C(=N)N3OC(C)=CC3=NC2=O)ccc1OCCOc1ccccc1
    1.3	97	-6	7	-0.4	5	4	-1	-0.1	94
(8) CC(=O)c1cccc(NC(=O)c2cccc(S(=O)(=O)N(C)C)c2)c1
    0.99	101	16	1	0.2	2	-1	9	0.9	94
(9) CN1CCc2c(c3c(n2C)CCN(C)[C@H]3c2ccccc2F)[C@@H]1c1ccccc1F
    1.4	102	12	10	-0.3	3	-2	4	-2.9	91
(10) CCC(C)[C@@H](C(=O)N1CCNCC1)n1cc(CCCN=C(N)N)nn1 (stereo partly drawn)
    1.4	·	-17	11	-0.3	·	-6	-11	0.6	91
(11) NC(=O)C1(N2CCCCC2)CCN(Cc2nc3ccccc3c(=O)[nH]2)CC1
    1	105	-6	1	-0.2	-6	0	-5	25	99
(12) O=[N+]([O-])c1cc(C(F)(F)F)ccc1Oc1cccnc1[N+](=O)[O-]
    1.3	98	3	-2	-0.3	6	0	-3	-0.1	102
(13) CCOC(=O)C(/C=C(\C#N)C(=O)OCC)=C(/N)N1CCN(c2ccc(Cl)cc2)CC1
    1.1	107	-1	-4	-0.3	-2	-5	-6	0.2	104
(14) CCCCN(Cc1cc2cc(OC)ccc2[nH]c1=O)C(=O)COc1ccccc1
    ·	96	-5	0	-0.5	5	·	7	-3.5	100
(15) CN(C)S(=O)(=O)c1cccc(C(=O)NCc2cccs2)c1
    1.1	98	-7	3	-0.6	7	-6	2	0.2	97
(16) c1cc2c(cc1C1CCCCC1)c1c3n2CCN=C3CCC1
    0.93	103	27*	-6	-0.1	0	-6	8	0.6	101
(17) COc1cc(-n2c(=O)c3ccccc3n(CC(=O)c3ccc(F)cc3)c2=O)cc(OC)c1OC
    3.1	94	-2	3	0.0	8	-4	1	-0.2	97
(18) CN(Cc1cccnc1)Cc1cn(C)nc1-c1cccc(Cl)c1
    1.2	107	-9	2	-0.2	-5	3	-3	0.3	96
(19) Clc1ncc(CSc2ccccc2)s1
    1.1	98	20	-7	-0.3	7	5	5	-0.1	104
(20) Cc1cc(C)cc(NC(=O)Nc2ccc(Cl)cn2)c1
    1.1	90	0	-19	0.4	15	-2	20	-0.6	115
(21) COc1ccc(N(C)C(=O)CCC(=O)Nc2ccc3nc(N4CCOCC4)cc(C)c3c2)c(OC)c1
    0.59	89	-9	3	-0.5	16	2	6	-0.5	97
(22) C/C(=N\NC(=O)C(=O)Nc1cccc(C(F)(F)F)c1)c1ccc(Cl)s1
    1.3	78	-4	5	-0.4	28	-6	12	-3.0	95
(23) O=C1CC[C@@H](CN(Cc2ccccc2)Cc2cn[nH]c2-c2cc3ccccc3o2)N1
    0.67	93	2	-6	-0.2	18	-2	4	0.9	104
(24) CC(=O)NC1(C2CCCCC2=O)CCCCC1 (stereo not drawn)
    1.3	104	5	-7	0.0	-2	2	6	2.4	107
(25) C#CCOCCOCCOCCNc1nc(N2CCN(C(=O)Cn3cc(CCCCN)nn3)CC2)nc(N2CCN(C(=O)[C@H](C)n3cc(CCCN=C(N)N)nn3)CC2)n1
    1.1	99	4	8	-0.1	-1	1	5	0.1	93
(26) N#Cc1nc(COc2ccccc2)oc1N1CCCC1
    1.8	95	-19	-6	-0.1	14	1	-3	0.3	106
(27) COc1ccc2ccccc2c1CN1CCN(C)CC1
    1.3	94	8	8	0.0	12	-3	2	-1.5	94
(28) O=C(CCS(=O)(=O)c1cccs1)Nc1ccc(C(=O)NC2CCN(Cc3ccccc3)CC2)cc1
    1	102	-5	-12	-0.2	6	-1	-7	0.0	109
(29) Cc1c(NC(=O)c2nn3c(C(F)(F)F)cc(-c4ccccc4)nc3c2Br)c(=O)n(-c2ccccc2)n1C
    1	95	-12	8	-0.3	3	-4	-8	-0.3	93
(30) Cc1c(C(=O)NCCO)sc2nc3n(c(=O)c12)CCC3
    1.1	92	1	-2	-0.4	20	-5	7	-1.5	101
(31) COC(=O)c1ccccc1NC(=O)N1CCN(Cc2ccco2)CC1
    1	93	2	-1	0.1	16	0	-6	0.7	101
(32) CON1C(=O)C(=O)N(OC)C2CCCCCC21 (stereo not drawn)
    1.3	101	-8	-7	-0.1	-7	-5	16	0.6	106
(33) Cc1cc(C(=O)Nc2ccc(S(=O)(=O)N3CCCC3)cc2)no1
    1.5	99	4	0	-0.1	6	1	5	-1.1	98
(34) N#CC1=C(SCC(=O)c2ccccc2)NC2=C(C(=O)CCC2)C1c1ccco1 (stereo not drawn)
    2.4	114	6	-63	-0.1	-13	-4	-68	-1.1	156*
(35) O=C(c1cc2cc([N+](=O)[O-])ccc2s1)N1CCCCC1
    1.8	89	2	-13	-0.2	22	-2	24	-0.8	110
(36) CCOC(=O)c1c(NC(=O)CSc2nc3ccccc3s2)sc(C)c1C
    0.96	107	-3	4	0.0	-8	-1	2	-0.3	96
(37) O=C(CCc1nc2ccccc2c(=O)[nH]1)OCC(=O)N1CCN(S(=O)(=O)c2ccccc2)CC1
    0.96	98	-6	3	-0.3	6	-8	6	-0.6	97
(38) O=c1c2ccccc2nc(-c2ccco2)n1CCCn1ccnc1
    1.4	108	0	-3	0.2	-4	-2	2	-0.9	103
(39) Cc1nc(SCC(=O)NCc2ccco2)c2c3c(sc2n1)CCCC3
    1.1	93	-15	3	-0.2	12	2	1	-1.9	98
(40) COc1ccc(OC)c2sc(NC(=O)c3ccc(S(=O)(=O)N4CCOCC4)cc3)nc12
    1.2	103	10	-3	-0.3	5	-3	-10	-0.2	102
(41) CCON1C(=O)CN(C(=O)OC)C1c1ccc(Cl)cc1Cl (stereo not drawn)
    0.89	111	4	6	-0.2	-10	-4	1	0.7	94
(42) COc1ccc(-n2nc(C#N)c(Cl)cc2=O)cc1
    0.16	90	17	20	0.1	20	-3	-95	-0.3	81
(43) COc1cc(/C=C(/NC(=O)c2ccccc2)C(=O)Nc2ccccc2)c([N+](=O)[O-])cc1OC
    0.98	97	-15	3	0.4	10	-2	-3	0.3	97
(44) CCn1nnnc1NCc1cccn1C
    1.1	89	-5	12	0.4	19	0	3	-0.5	88
(45) Cc1nc(N)sc1-c1csc(N(C)c2ccc(O)cc2)n1
    0.52	106	1	-9	-0.2	0	-1	64	2.0	108
(46) Cc1ccc(S(=O)(=O)N2CCN(C(=O)CSC3CCCC3)CC2)c(C)c1
    0.75	110	6	4	-0.2	-8	0	0	-0.4	96
(47) COc1ccc(N(CC(=O)Nc2cccc(C(=O)O)c2)S(=O)(=O)c2c(C)noc2C)cc1
    1	101	1	0	-0.3	4	-1	-4	0.0	100
(48) CC(=O)c1cccc(NS(=O)(=O)c2c(C)noc2C)c1
    1.1	101	2	0	0.3	7	0	-9	-0.3	100
(49) Cc1ccc(C(C)C)c(OCC(=O)c2c(O)c3ccccc3oc2=O)c1
    ·	104	11	6	-0.1	0	·	-13	-4.1	95
(50) CS(=O)(=O)c1ccccc1-c1nc(-c2ccc(C(F)(F)F)cc2)no1
    1.5	82	-13	11	0.1	24	-1	13	-5.1	90
(51) CCN1CCN(Cc2c(O)c(Cl)cc3c(C)cc(=O)oc23)CC1
    1	99	-11	-1	-0.1	4	0	0	2.0	101
(52) CCOC(=O)c1c(NC(=O)CC)sc(C(C)=O)c1C
    1.2	102	-7	8	0.0	2	0	-14	-0.1	93
(53) O=C(NCCC1=CCCCC1)c1cnsn1
    1.3	97	-3	-23	0.1	8	6	27	-2.5	121
(54) Cc1ccc(-n2c(SCC(N)=O)nc(O)cc2=O)cc1
    1.5	87	2	-2	0.1	19	0	1	0.1	102
(55) COc1ccc(-c2csc(N(CCc3ccccc3)C(=O)COc3ccccc3)n2)cc1
    1.1	98	-12	-2	-0.3	6	-7	-3	-2.5	102
(56) CC12CCC(C(=O)N(CCC#N)CCC#N)(CC1=O)C2(C)C (stereo not drawn)
    1	102	13	-14	-0.1	2	0	-2	-0.1	113
(57) CCOC(=O)C1CCN(Cc2c(O)ccc3ccccc23)CC1
    0.99	117	7	0	0.2	-17	-6	27	0.6	99
(58) Cc1cccc2cc(CN(CCCN(C)C)C(=S)NCCc3ccccc3)c(=O)[nH]c12
    0.87	106	-10	-2	-0.1	-5	-6	0	-0.1	100

Of the compounds above, these contain fluorine.
Every second line gives: NF-kB expr up	STAT3 activator	TLR4-MyD88 BLA	STAT1 blocker	Hsp70 act	STAT3 blocker	HMGR II inh	APP 5'UTR act	Redox H2O2 prof	STAT1 activator
(4) O=C1CC(c2ccco2)Cc2nc(Nc3ccc(F)cc3)ncc21 (stereo not drawn)
    1.4	85	6	-8	-0.3	19	-6	2	-5.4	107
(6) CCOc1cc(C)nc(N2CCCC(C(=O)NCc3ccccc3F)C2)n1 (stereo not drawn)
    0.94	113	-1	5	-0.3	-9	-5	1	1.8	95
(9) CN1CCc2c(c3c(n2C)CCN(C)[C@H]3c2ccccc2F)[C@@H]1c1ccccc1F
    1.4	102	12	10	-0.3	3	-2	4	-2.9	91
(12) O=[N+]([O-])c1cc(C(F)(F)F)ccc1Oc1cccnc1[N+](=O)[O-]
    1.3	98	3	-2	-0.3	6	0	-3	-0.1	102
(17) COc1cc(-n2c(=O)c3ccccc3n(CC(=O)c3ccc(F)cc3)c2=O)cc(OC)c1OC
    3.1	94	-2	3	0.0	8	-4	1	-0.2	97
(22) C/C(=N\NC(=O)C(=O)Nc1cccc(C(F)(F)F)c1)c1ccc(Cl)s1
    1.3	78	-4	5	-0.4	28	-6	12	-3.0	95
(29) Cc1c(NC(=O)c2nn3c(C(F)(F)F)cc(-c4ccccc4)nc3c2Br)c(=O)n(-c2ccccc2)n1C
    1	95	-12	8	-0.3	3	-4	-8	-0.3	93
(50) CS(=O)(=O)c1ccccc1-c1nc(-c2ccc(C(F)(F)F)cc2)no1
    1.5	82	-13	11	0.1	24	-1	13	-5.1	90
